High-throughput results as filed in PubChem BioAssay.
BAP1 inh = inhibitors of BAP1 deubiquitinase, primary screen, biochemical, Ub-AMC fluorescence, kinetic; recombinant BAP1, Ub-AMC hydrolysis fluorescence kinetic; active compounds read low; Ubiquitin carboxyl-terminal hydrolase BAP1 (Homo sapiens), Q92560; 0.48% of 72,000 active; activity remaining (% of control), % at 20 µM; AID 436, 2006;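 active = activity remaining at or below 50% of control, provided the compound also passes the data quality filters; inactive = the rest, including low values that fail the filters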;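 note: 100% = DMSO wells rate and 0% = substrate alone blank rate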
Target sequence (Q92560 whole entry, looked up): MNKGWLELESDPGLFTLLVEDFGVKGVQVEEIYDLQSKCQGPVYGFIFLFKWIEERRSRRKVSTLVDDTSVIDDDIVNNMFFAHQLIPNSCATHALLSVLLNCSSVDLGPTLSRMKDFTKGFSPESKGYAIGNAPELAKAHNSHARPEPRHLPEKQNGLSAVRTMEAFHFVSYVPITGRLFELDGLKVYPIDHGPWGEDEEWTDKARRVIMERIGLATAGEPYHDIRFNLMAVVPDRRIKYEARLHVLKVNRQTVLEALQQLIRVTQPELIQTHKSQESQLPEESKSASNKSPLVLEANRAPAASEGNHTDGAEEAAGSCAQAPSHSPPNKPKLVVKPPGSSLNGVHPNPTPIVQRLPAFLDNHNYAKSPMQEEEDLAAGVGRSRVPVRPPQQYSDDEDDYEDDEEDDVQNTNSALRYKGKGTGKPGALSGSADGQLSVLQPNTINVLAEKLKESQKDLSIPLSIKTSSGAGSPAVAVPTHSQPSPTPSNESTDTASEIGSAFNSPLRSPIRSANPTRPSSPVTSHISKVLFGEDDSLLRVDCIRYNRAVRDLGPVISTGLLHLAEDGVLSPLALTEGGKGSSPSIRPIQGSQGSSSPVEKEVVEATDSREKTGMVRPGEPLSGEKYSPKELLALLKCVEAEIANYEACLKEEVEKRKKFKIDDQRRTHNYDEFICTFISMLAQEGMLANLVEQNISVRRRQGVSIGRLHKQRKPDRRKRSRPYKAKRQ
HePTP inh = inhibitors of human HePTP phosphatase, primary screen, biochemical, absorbance, leukemia target. Tyrosine-protein phosphatase non-receptor type 7 (Homo sapiens), P35236. recombinant HePTP phosphatase activity, OD absorbance. inhibition, % at 20 µM. 0.64% of 110,000 active; in the data active = inhibition above about 50%;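 note: plate controls were vehicle for no effect and reference inhibitor for full effect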
Target sequence (P35236 whole entry, looked up): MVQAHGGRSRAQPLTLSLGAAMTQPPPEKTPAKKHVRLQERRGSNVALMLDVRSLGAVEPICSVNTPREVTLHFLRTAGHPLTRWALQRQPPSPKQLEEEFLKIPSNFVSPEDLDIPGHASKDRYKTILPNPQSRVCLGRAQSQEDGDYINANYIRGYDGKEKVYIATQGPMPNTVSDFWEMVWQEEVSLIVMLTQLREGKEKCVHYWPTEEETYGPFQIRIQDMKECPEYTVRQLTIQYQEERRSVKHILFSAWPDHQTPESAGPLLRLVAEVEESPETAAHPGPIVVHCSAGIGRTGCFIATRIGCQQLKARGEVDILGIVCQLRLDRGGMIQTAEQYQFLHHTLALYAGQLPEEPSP
Starred values were filed as active, the others as inactive; / = no result given; & = joins results of further samples.

A first look, 5 compounds:
HePTP inh	BAP1 inh	structure
0	95	CCC(=O)Nc1nc2ccc3nc(C)sc3c2s1
7	/	CC(C)C1S/C(=N/N=C/c2ccco2)NC1=O (stereo not drawn)
4	92	O=C(Nc1ccc(S(=O)(=O)N2CCOCC2)cc1)c1ccc(Cl)s1
23	109	c1ccc2c(c1)OCC(c1nn3cnnc3s1)O2 (stereo not drawn)
2&4	/	CCc1c(C)sc(NC(=O)C2CCCCC2C(=O)O)c1C(N)=O (stereo not drawn)

The whole of this part, from the start:
HePTP inh	BAP1 inh	structure
0	95	CCC(=O)Nc1nc2ccc3nc(C)sc3c2s1
7	/	CC(C)C1S/C(=N/N=C/c2ccco2)NC1=O (stereo not drawn)
4	92	O=C(Nc1ccc(S(=O)(=O)N2CCOCC2)cc1)c1ccc(Cl)s1
23	109	c1ccc2c(c1)OCC(c1nn3cnnc3s1)O2 (stereo not drawn)
2&4	/	CCc1c(C)sc(NC(=O)C2CCCCC2C(=O)O)c1C(N)=O (stereo not drawn)
11	96	CCN(CCCNC(=O)CNC(=O)Cn1cnc2ccccc2c1=O)c1ccccc1
-3	62	CCN1C(=O)/C(=C2/Sc3ccc(OC)cc3N2C)SC1=Nc1cccc(O)c1
8	86	COCCn1c(SCC(=O)c2cccc(OC)c2)nnc1-c1ccco1
6	104	COc1ccccc1Nc1nc(-c2cccs2)cs1
8	/	Nc1ccc(O)c2c1C(=O)c1c(N)ccc(O)c1C2=O

Whole records as entered above:
Profile of `COc1ccccc1Nc1nc(-c2cccs2)cs1` = HePTP inh = 6; BAP1 inh = 104
Profile of `CCC(=O)Nc1nc2ccc3nc(C)sc3c2s1` = HePTP inh = 0; BAP1 inh = 95
Profile of `c1ccc2c(c1)OCC(c1nn3cnnc3s1)O2` (stereo not drawn) = HePTP inh = 23; BAP1 inh = 109

Later entries
HePTP inh	BAP1 inh	structure
4	90	CCOC(=O)c1sc(=S)n(-c2cc(OC)ccc2OC)c1N
-4	/	CCOc1ccc(N2C(=O)/C(=C/c3cc(OC)c(OC)c(OC)c3)SC2=S)cc1
7	118	C=CCNC(=O)C1CC(=O)N(c2ccc(OCC(=O)Nc3cccc(OC)c3)cc2)C1 (stereo not drawn)
13	79	Cc1cc(C)cc(Nc2ncc3c(n2)CC(c2ccco2)CC3=O)c1 (stereo not drawn)
-2	/	O=C1c2cccc3c4ccccc4n(c23)C(=O)C1(O)O
3	/	CC1=NN(c2ccccc2)C(O)(C(F)(F)F)C1 (stereo not drawn)
2	60	Cc1nnc(SCC(=O)Nc2ccccc2NC(=O)CSc2nnc(C)s2)s1
-17	/	CCOc1ccc(NC(=O)c2c(NC(=O)C(C)(C)C)sc3c2CCCC3)cc1
-6	/	CS(=O)(=O)N(Cc1ccccc1)c1ccc(C(=O)Nc2ccc(Oc3ccccc3)cc2)cc1
6	85	Cc1ccc(S(=O)(=O)N2C(=O)CCC2C(=O)N2CCN(C)CC2)cc1 (stereo not drawn)

Following part.
HePTP inh	BAP1 inh	structure
4	110	Cc1ccc(S(=O)(=O)N(C)c2nonc2C)cc1
4	102	O=C(Nc1ccc2c(c1)CCC2)C1CCCO1 (stereo not drawn)
1	85	Nc1cccc2c1C(=O)N(c1ccccc1)C2=O
/	147	COc1cc(C2NC(=S)NC(C)=C2C(=O)Nc2ccccc2)ccc1OCc1ccccc1 (stereo not drawn)
-10	81	COc1ccc2c(c1OC)CN(C)CCc1cc3c(cc1C(O)C2)OCO3 (stereo not drawn)
7	106&80	CCOC(=O)C1=C(C)NC(C)=C(C(=O)OC)C1c1cccc([N+](=O)[O-])c1 (stereo not drawn)
3	/	COc1ccc(OC)c(N(CC(=O)NCc2ccco2)S(=O)(=O)c2ccccc2)c1
2	/	COC(=O)c1cc(OC)c(OC)cc1NC(=O)C1CCCO1 (stereo not drawn)
-18	/	CN1CCN(C2=C(Cl)C(=O)N(c3ccc(Br)cc3)C2=O)CC1
3	68	COc1ccc(CNC(=O)c2cc(-c3cccs3)on2)cc1

The results go on:
HePTP inh	BAP1 inh	structure
-3	/	COc1ccc(NC(=O)C2CN(S(=O)(=O)c3ccccc3)CCN2S(=O)(=O)c2ccccc2)c(OC)c1 (stereo not drawn)
-7&-1	92	CC(C)(C#CCN1CCCC1)OCCC#N
5	/	CCC(C)c1ccc(NC(=O)Cc2ccccc2OC)cc1 (stereo not drawn)
-5	/	Cc1ccc(-n2nc3ccc(NC(=S)NC(=O)c4ccco4)cc3n2)cc1
2	95	O=C(NCCc1ccccc1)C1CCN(S(=O)(=O)c2cccnc2)CC1
-5	/	CC(C)C(C(=O)O)N1C(=O)/C(=C/c2ccc(N(C)C)cc2)SC1=S (stereo not drawn)
3	82	Cc1c(C(=O)N2CCCC2)oc2c1-c1[nH]ncc1CC2
10	95	CCCc1ncc(C(O)c2ccc(OC)cc2)n1C (stereo not drawn)
/	126	Cc1ccc(S(=O)(=O)N2CCCCCC2)cc1C
12	130	COCC(=O)NC1CCN(C(=O)NCc2ccccc2)CC1

Other records:
HePTP inh	BAP1 inh	structure
-1	103	CCC(=O)N1CCc2cc(S(=O)(=O)NCCC(=O)Nc3ccccc3C)ccc21
1	/	C=CCOCC(O)CSCCCC (stereo not drawn)
1	/	COc1cc(NC(=O)c2ccc(-c3ccc([N+](=O)[O-])cc3C)o2)ccc1NC(=O)c1ccco1
6	/	Cc1ccc(OCC(=O)Nc2cc(C(=O)O)cc(C(=O)O)c2)cc1C
4	77	Cc1cc(N2CCN(c3ccccc3)CC2)n2c(n1)nc1ccccc12
4	67	CCOC(=O)Cc1cn2c(=O)cc(CSCC(=O)Nc3ccc(C)c(C)c3)nc2s1
/	57	CC(c1ccccc1)C(CC(=O)O)C(=O)Nc1ccccc1I (stereo not drawn)
-9	81	Cc1cccc(-n2nnc(C(=O)NCc3ccc4c(c3)OCO4)c2N)c1
-1	82	COc1ccccc1NC(=O)C(O)C(O)C(=O)Nc1ccccc1OC (stereo not drawn)
-5	105	O=C(CSc1ccc(-c2ccc(F)cc2)nn1)N1CCCCC1

New compounds follow.
HePTP inh	BAP1 inh	structure
13	80	Cc1cc(NC(=O)Cn2nc(C(F)(F)F)c3c2CCCC3)no1
6	/	O=C(CC1Nc2ccccc2NC1=O)Nc1ccc(Br)cc1 (stereo not drawn)
4	/	CC(=O)Nc1ccc(N=Cc2ccc([N+](=O)[O-])s2)cc1
6	91	Cc1cc2ccccc2c(=O)n1CC(=O)NCC(=O)N1CCN(c2ccccc2F)CC1
8	/	O=C(CCNS(=O)(=O)c1cccs1)NCc1ccco1
7&7	/	c1ccc(-c2noc(-c3ccc4ccccc4c3)n2)cc1
-7	/	Cc1ccccc1NC(=O)C(=O)NCCCN1CCOCC1
4	/	COc1ccccc1OCCn1cc(/C=C2/C(=O)NC(=O)N(c3ccccc3)C2=O)c2ccccc21
7	/	Brc1ccc(-c2nc(-c3ccncc3)no2)cc1
-4	/	CC(C)(C)c1ccc(-c2nc3ccccc3[nH]2)cc1

More entries:
HePTP inh	BAP1 inh	structure
-6	118	CS(=O)(=O)N1CCC(C(=O)Nc2ccc(Cl)c(C(F)(F)F)c2)CC1
5	102	O=C(CCN1CCN(c2ccc(Cl)cc2)CC1)Nc1ccccc1F
8	120	CCn1cc(C(=O)OCC(=O)OC2CC(C)CCC2C(C)C)c(=O)c2ccc(C)nc21 (stereo not drawn)
-5	/	O=C(O)C1CC=CCC1C(=O)N1CCN(c2ccccc2)CC1 (stereo not drawn)
8	96	Cc1ccc(NS(=O)(=O)c2cccc(C(=O)O)c2)c(C)c1
102*	/	N#C/C(=C/c1ccc(O)c([N+](=O)[O-])c1)C(=O)Nc1cccc(Br)c1
9	64	CC(=O)c1ccc(N2CCN(C(=O)c3cc(C)on3)CC2)cc1
-3	100	c1ccc(-c2ccc(OCCOCCn3cncn3)cc2)cc1
-6	94	Cc1cc(C(=O)Nc2ccc3c(c2)OCCO3)co1
6	/	C/C(=C\C(=O)c1ccc(Cl)cc1)Nc1cc(C)ccc1Cl

Exported with each value named: four of the compounds above.
Molecule: CCn1cc(C(=O)OCC(=O)OC2CC(C)CCC2C(C)C)c(=O)c2ccc(C)nc21 (stereo not drawn)
  HePTP inh = 8; BAP1 inh = 120
Molecule: O=C(O)C1CC=CCC1C(=O)N1CCN(c2ccccc2)CC1 (stereo not drawn)
  HePTP inh = -5; BAP1 inh = /
Molecule: Cc1ccc(NS(=O)(=O)c2cccc(C(=O)O)c2)c(C)c1
  HePTP inh = 8; BAP1 inh = 96
Molecule: N#C/C(=C/c1ccc(O)c([N+](=O)[O-])c1)C(=O)Nc1cccc(Br)c1
  HePTP inh = 102*; BAP1 inh = /

Other records
HePTP inh	BAP1 inh	structure
8	/	COc1ccccc1NC(=O)C1=C(C)NC(=O)NC1c1ccccc1Cl (stereo not drawn)
-6	100	O=C(NCCN1CCOCC1)c1cn(CCc2ccccc2)nn1
-7	/	COC(=O)c1ccc(OCC(O)CN(Cc2ccccc2)Cc2ccccc2)cc1 (stereo not drawn)
8	87	O=C(O)c1ccc2[nH]c3c(c2c1)CSCC3
-10	/	O=C(COc1ccccc1[N+](=O)[O-])Nc1ccc2oc(-c3cccc(Br)c3)nc2c1
6	96	CCOC(=O)c1cccc(NC(=O)c2cnc3ccccc3n2)c1
-16	/	O=C(/C=C/Nc1ccccn1)c1ccc(Br)cc1
3	/	CC(=O)N(C)c1ccc(NC(=S)Nc2ccc(F)cc2)cc1
-8	95	O=C1CN=C(Nc2cccc(C(F)(F)F)c2)N1C1CCCC1
11	/	CC12CC3CC(C)(C1)CC(C(=O)Nc1ccc([N+](=O)[O-])cc1)(C3)C2

The list goes on:
HePTP inh	BAP1 inh	structure
-2	90	COc1cccc(-c2nn(C)c3sc(C(=O)NCc4ccc(C)o4)cc23)c1
-2	80	Cc1nonc1NC(=O)CSc1nnc(-c2ccoc2C)n1CC(C)C
3	/	CCOC(=O)c1c(NC(=O)/C=C/c2cc(OC)ccc2OC)sc2c1CCC2
/	89	COc1ccc(C(=O)Nc2cccc(-c3nc4ncccc4o3)c2C)cc1[N+](=O)[O-]
1	97	O=C(NCc1nnc(SCC(=O)N2CCCC2)o1)c1c(F)cccc1Cl
-13	/	CCC(Sc1nc2ccccc2s1)C(=O)Nc1cccc2ccccc12 (stereo not drawn)
7	/	CCNC(=S)NNC(=O)CCn1c2ccccc2c2ccccc21
4	129	O=C(NC1CCCCC1)c1ccc(S(=O)(=O)NCc2ccco2)cc1
22	/	COc1ccccc1NC(=O)C(=O)NCCO
9	/	Cc1cccc2[nH]c(-c3ccc(NC(=O)c4ccco4)cc3)nc12

Additional results
HePTP inh	BAP1 inh	structure
-14	/	CC(=O)N1CC[C@@]2(O)CCCC[C@@H]2[C@H]1c1ccccc1
-6	130	CN(C)S(=O)(=O)c1ccc(C(=O)N2CCCC2c2nc3ccccc3s2)cc1 (stereo not drawn)
7	57	O=C(CSc1nc2c([nH]c3ccccc32)c(=O)n1-c1cccc(Cl)c1)N1CCOCC1
-17	/	Cc1cc(/C=C2/NC(=O)NC2=O)c(-c2ccccc2)n1-c1ccccc1
8	/	O=C(N/N=C/c1cccs1)c1ccc([N+](=O)[O-])cc1Cl
-4	91	COc1ccc2cc3c(N)c(C(=O)NCc4ccco4)sc3nc2c1
-10	88	C=CCOc1cccc(C2/C(=C(/O)c3ccc(Cl)cc3)C(=O)C(=O)N2CCN2CCOCC2)c1 (stereo not drawn)
4	/	Cc1noc(/C=C/c2ccco2)c1S(=O)(=O)N1CCC(C(=O)N2CCc3ccccc3C2)CC1
3	81	Cn1c(=O)n(-c2cccc(Cl)c2)c(=O)n1C
8	87	O=C(Nc1ccc(F)cc1Cl)c1ccc2c(=O)n3c(nc2c1)CCCCC3

More structures
HePTP inh	BAP1 inh	structure
/	99	Cc1nc2cc(C(=O)NCCN3CCOCC3)ccc2n1-c1ccc(F)cc1F
5	/	CCCC(C)NC(=O)c1ccc(Cl)cc1 (stereo not drawn)
/	72	CCC1C(=O)N=C(SCC(=O)Nc2ccc(S(N)(=O)=O)cc2)N(c2ccccc2)C1=O (stereo not drawn)
8	158	CC(C)(C)NCc1cc2ccccc2[nH]c1=O
-8	169	COc1cc(NC(=O)CS(=O)(=O)c2ccc(C)cc2)cc(OC)c1OC
4	/	Cc1ccc(SCCNC(=O)CN2C(=O)c3ccccc3S2(=O)=O)cc1
4	102	CCN1CCN(Cc2ccc(NC(=O)Nc3ccc(OC)cc3)cc2)CC1
4	/	CC(=O)OCC12c3ccccc3C(COC(C)=O)(c3ccccc31)C1C(=O)N(c3ccccc3)C(=O)C12 (stereo not drawn)
-6	/	COc1ccc(/C=C/C(=O)c2ccc(Cl)cc2)cc1
-6	96	CCCC(=O)NC(C)C(c1cccs1)N1CCN(C)CC1 (stereo not drawn)

Remaining list, next part:
HePTP inh	BAP1 inh	structure
9	/	NC1=NC(=O)/C(=C\c2ccc(-c3cccc(Cl)c3)o2)S1
2	79	COCCCN1C(=O)C(O)=C(C(=O)c2ccc(C)o2)C1c1cccc(Br)c1 (stereo not drawn)
-3	/	COc1cc(C=Nc2ccc(Nc3ccccc3)cc2)cc(Br)c1O
12	78	CC(=O)c1c(C)oc2ccc(NS(=O)(=O)c3ccc(O)c(C(=O)O)c3)cc12
2	/	Cc1cc(C(=O)N/N=C(\CCC(=O)O)c2ccccc2)n[nH]1
-5	/	COc1cccc(N2C(=O)CC(Sc3nc4ccccc4s3)C2=O)c1 (stereo not drawn)
7	108	Cc1ccc(Cn2c(SCC(=O)Nc3cccc(C)n3)nc3c2c(=O)n(C)c(=O)n3C)cc1
-4	99	COc1ccc(CN2CCCC(C(=O)N(C)Cc3ccccc3)C2)cc1OC (stereo not drawn)
-1	98	O=C(OC(C(=O)NCc1cccs1)c1ccccn1)c1cccs1 (stereo not drawn)
-1	/	N#C/C(=C\c1ccc(-c2ccccc2)o1)C(=O)N1CCCCCC1
6	/	O=S(=O)(c1ccc2c(c1)OCCO2)N1CCN(c2nc3ccccc3s2)CC1
-8	/	CCOC(=O)C(Nc1cccc(F)c1)c1ccccc1 (stereo not drawn)
